TCR CD3 inh: inhibitors of human TCR-CD3 interaction, primary screen, biochemical, fluorescence, TAMRA-labeled TCR probe. T-cell receptor (TCR). inhibition, % at 9.4 µM. 0.37% of 360,000 active. AID 651800, 2012; in the data active = inhibition above about 19%;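 also: recombinant mutant TCR 2C K166C tagged with TAMRA read by polarization; 0% = receptor in buffer alone and 100% = receptor with positive control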
LEDGF integ inh: blockers of LEDGF/p75-dependent integrase strand transfer – biochemical, TR-FRET, high throughput, primary screen. HIV-1 integrase (with human LEDGF/p75). TR-FRET IN-LEDGF/p75 DNA integration, Eu/Cy5. inhibition, % at 3.7 µM. 0.64% of 370,000 active;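 active = inhibition above the screen-wide mean plus 3 SD, cut at about 13% in these data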;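 also: signal is the Cy5 over europium emission ratio at 671 and 618 nm; 0% = plate median of compound wells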
SIAE primary: human SIAE inhibitors, primary screen, biochemical, fluorescence polarization, FP-Rh probe, 1536-well HTS; SIAE FP-Rh probe binding; 0.69% of 370,000 active; Sialate O-acetylesterase (Homo sapiens), Q9HAT2; inhibition, % at 9.66 µM;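 active = inhibition above a cutoff: mean of compounds within the control limits plus 3 SD of those, cut at about 17% in these data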;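 also: 0% = plate median of compound wells and 100% = probe without SIAE protein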
KLK7 zymogen act: proKLK7 zymogen activators, primary screen, biochemical, fluorescence intensity | Kallikrein-7 (Homo sapiens), P49862 | purified proKLK7, EDANS-DABCYL substrate fluorescence; 100% is mature enzyme control, 0% vehicle | activation, % at 7 µM | 0.9% of 370,000 active;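 active = activation above the mean of all tested compounds plus 3 SD, computed per campaign excluding outliers beyond control limits, cut at about 13% in these data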
Target sequence (P49862 whole entry, looked up): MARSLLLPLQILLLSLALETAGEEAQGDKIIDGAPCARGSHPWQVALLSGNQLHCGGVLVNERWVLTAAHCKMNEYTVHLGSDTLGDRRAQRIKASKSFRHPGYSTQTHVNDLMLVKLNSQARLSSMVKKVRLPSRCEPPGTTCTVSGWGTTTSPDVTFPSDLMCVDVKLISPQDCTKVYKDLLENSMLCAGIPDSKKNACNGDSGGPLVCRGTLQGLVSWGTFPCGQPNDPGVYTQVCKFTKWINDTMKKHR
UHRF1 binding: UHRF1 methylated DNA binding inhibitors, primary screen, counter-screen for MBD2 inhibitor project, biochemical, TR-FRET, human UHRF1, single concentration; 0.75% of 370,000 active; E3 ubiquitin-protein ligase UHRF1 (Homo sapiens), Q96T88; inhibition, % at 4.4 µM; UHRF1 binding to methylated oligo; in the data active = inhibition above about 21%;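 also: UHRF1 SRA domain binding a hemimethylated CpG hairpin DNA probe; 0% = median of test compound wells and 100% = reference inhibitor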
Target sequence (Q96T88 whole entry, looked up, the tested form may be a part): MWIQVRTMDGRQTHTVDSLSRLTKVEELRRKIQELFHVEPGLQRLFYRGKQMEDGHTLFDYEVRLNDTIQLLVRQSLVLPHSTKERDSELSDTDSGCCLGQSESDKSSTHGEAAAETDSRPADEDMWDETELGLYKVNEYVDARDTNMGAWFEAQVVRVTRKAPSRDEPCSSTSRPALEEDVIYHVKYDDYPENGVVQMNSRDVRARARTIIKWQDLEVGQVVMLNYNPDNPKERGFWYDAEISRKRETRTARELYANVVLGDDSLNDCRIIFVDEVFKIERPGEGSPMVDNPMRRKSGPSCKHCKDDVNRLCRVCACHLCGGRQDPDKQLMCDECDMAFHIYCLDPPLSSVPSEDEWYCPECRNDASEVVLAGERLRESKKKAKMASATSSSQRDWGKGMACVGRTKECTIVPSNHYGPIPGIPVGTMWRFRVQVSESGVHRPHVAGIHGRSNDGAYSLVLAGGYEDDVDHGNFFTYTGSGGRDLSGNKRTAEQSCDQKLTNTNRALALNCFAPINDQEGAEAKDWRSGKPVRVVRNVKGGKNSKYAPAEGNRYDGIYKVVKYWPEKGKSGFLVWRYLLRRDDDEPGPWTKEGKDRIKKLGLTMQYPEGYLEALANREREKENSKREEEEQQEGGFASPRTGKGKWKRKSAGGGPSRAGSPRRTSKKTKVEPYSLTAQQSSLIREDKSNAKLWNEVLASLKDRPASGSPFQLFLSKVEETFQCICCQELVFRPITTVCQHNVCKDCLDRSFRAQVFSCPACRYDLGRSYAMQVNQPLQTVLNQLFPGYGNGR
PRMT1 inh: PRMT1 methyltransferase inhibitors, primary screen, biochemical, fluorescence polarization. Protein arginine N-methyltransferase 1 (Homo sapiens), Q99873. recombinant PRMT1, activity-based probe fluorescence polarization. inhibition, % at 2.79 µM. 1.3% of 370,000 active. AID 652257, 2013;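 active = inhibition above about 21% made by adding two undisclosed values, limit read from the data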
Tn7 DDE FP: inhibitors of Tn7 peptide binding to fibrin DD(E), primary screen, biochemical, fluorescence polarization, human fibrin, Tn7 probe; 0.13% of 370,000 active; inhibition, % at 8.3 µM; Fibrinogen beta chain (Homo sapiens), P02675; FP displacement of FITC-Tn7 peptide from fibrin DD(E); 0% = median of compound wells per plate;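 active = inhibition above the mean of compounds falling within the control limits plus 3 SD of them, cut at about 14% in these data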;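 also: 0% = plate median of compound wells and 100% = 10 µM Aha-Tn7 peptide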
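Test system: human clot-derived fibrin DD(E) complex / Quantity: 2 µM final DD(E) protein / Incubation: 10 min plus 3 h, room temperature / Measured by: fluorescence polarization / Benchmarks: high control of 10 µM Aha-Tn7 peptide / Replicates: singlicate testing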
MBD2 inh: inhibitors of MBD2 binding to methylated DNA, primary screen, biochemical, TR-FRET, DNA-binding domain, human. Methyl-CpG-binding domain protein 2 (Homo sapiens), Q9UBB5. 0.31% of 370,000 active. inhibition, % at 4.4 µM. MBD2 binding to methylated oligonucleotide; in the data active = inhibition above about 13%
TDP2 inh: human TDP2 enzyme inhibitors, primary screen, biochemical, epi absorbance, recombinant enzyme; inhibition, % at 12.8 µM; Tyrosyl-DNA phosphodiesterase 2 (Homo sapiens), O95551; T5PNP hydrolysis, p-nitrophenol absorbance 415 nm; 0.34% of 370,000 active;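 active = inhibition above the mean of all tested compounds plus 3 SD, set per campaign, cut at about 25% in these data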;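 also: 0% = DMSO with enzyme and 100% = buffer with substrate but no TDP2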
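System – recombinant human TDP2 · Amount – 120 nM TDP2 per well · Buffer or medium – Mg2+-containing Tris-HCl buffer, pH 7.5 · Reagent – T5PNP substrate, 5 mM · Dosing – 12.8 µM single point, 1% DMSO · Incubation – 2 h at 37 °C · Measured by – epi absorbance · Read-out basis – percent inhibition · Benchmarks – high control without enzyme, low control DMSO plus TDP2 · Repeats – singlicate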
Tn6 DDE FP: inhibitors of Tn6 peptide binding to fibrin DD(E), primary screen, biochemical, fluorescence polarization, human fibrin, Tn6 probe. Fibrin DD(E) TRITC-Tn6 fluorescence polarization displacement. inhibition, % at 8.3 µM. 0.21% of 370,000 active;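 active = inhibition above a per-campaign cutoff: mean of compounds within control limits plus 3 SD, cut at about 15% in these data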;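 also: 0% = median of all compound wells on the plate and 100% = blocking peptide control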
* = called active by the depositor; . = not tested or not shown. Compounds as they come. About 4.6% of those tested had a hit in this group.

structure	Tn7 DDE FP	MBD2 inh	UHRF1 binding	KLK7 zymogen act	SIAE primary	TDP2 inh	TCR CD3 inh	PRMT1 inh	LEDGF integ inh	Tn6 DDE FP
O=C(Nc1ccc(Cl)cn1)c1cccc(OCc2ccccc2)c1	1	6	-1	0.0	1	-4	0	-5	-1	5
O=S(=O)(Nc1nc2ccccc2nc1NCc1ccco1)c1ccc(Cl)cc1	7	5	0	-0.5	-6	1	1	10	1	1
COc1ccc(OC)c(CNc2ccc3c(c2)nc(C)n3C)c1	-1	-3	-4	0.2	5	-8	6	-1	-6	-5
Cc1cccc(N2CCN(CC(O)COc3ccccc3Cl)CC2)c1 (stereo not drawn)	3	-1	1	0.2	-4	-11	-2	-1	2	-1
COc1ccc(-n2nc(C(=O)NCC3CCCO3)c3ccccc3c2=O)cc1 (stereo not drawn)	5	-4	-2	0.6	4	-3	12	-6	1	2
CC(C)(C)S(=O)(=O)N1Cc2cc(=O)n(Cc3ccccc3)c(CCO)c2[C@@H]1CCO	2	-5	-3	-0.4	9	4	-2	3	-3	-2
C=CCOc1ccc(C2C3=C(CCCC3=O)N(CC(=O)O)C3=C2C(=O)CCC3)cc1OCC	2	-8	-5	-0.1	6	-3	-5	3	-5	3
Cc1ccc(C(=O)N/C(=C\c2ccco2)C(=O)NCCCN2CCOCC2)cc1C	6	5	1	0.0	-4	1	0	1	0	5
O=c1c2c(-c3cccs3)csc2ncn1/N=C/c1ccccn1	-1	0	2	0.0	5	-1	6	-1	1	-3
CCOC(=O)CN1N=C(/C=C/c2ccc(C(C)C)cc2)CCC1=O	-3	0	1	-0.6	-3	-5	2	-2	5	1
Cc1noc(C)c1S(=O)(=O)N1CCC(C(=O)NCCc2ccc(S(N)(=O)=O)cc2)CC1	-9	1	2	-0.3	-4	-1	-4	0	-4	8
CCc1nc2ccc(C(=O)N(C)CC(=O)Nc3ccccc3C(F)(F)F)cc2nc1CC	2	6	1	0.6	3	-5	0	3	-3	0
O=C(CC(Cc1ccccc1)C(=O)O)Nc1cccc(C(F)(F)F)c1 (stereo not drawn)	-3	-1	1	0.1	10	1	4	-2	-4	2
COc1ccc(S(=O)(=O)N2CCCc3ccccc32)cc1[N+](=O)[O-]	1	-6	-3	0.2	1	-11	6	-3	4	-3
CCOC(=O)c1cc(NC(=O)CC(C)(C)CC(=O)O)ccc1N1CCCCC1	2	-1	3	0.4	1	8	-8	4	0	3
Nc1cc(C(=O)OCC(=O)N2CCCC2)ccc1Cl	-3	-5	-1	-0.3	-2	-7	4	-1	8	-13
Cc1cc(=O)[nH]c(SCC(=O)N2CCc3ccccc3C2)n1	5	3	3	-0.5	8	6	4	-3	-1	1
CCCCCCCCCCCCN1[C@@H](CC(C)=O)c2cc(F)ccc2S1(=O)=O	-4	-6	-2	-0.3	-4	2	3	0	-2	0
Cc1cc(C)n2nc(C(=O)N3CCN(Cc4ccc5c(c4)OCO5)CC3)nc2n1	2	-3	-1	0.5	1	15	6	-3	1	6
CCc1ccccc1NC(=O)CSc1nnc([C@@H](N)Cc2ccccc2)o1	-3	-5	-2	0.1	0	13	9	43*	1	0
COc1ccc(NC(=O)CN2CCOCC2)cc1S(=O)(=O)N1CCCCC1	5	-2	2	0.0	3	-8	-4	3	4	-6
CN1CCN(c2ccc(NC(=O)C(C)(c3ccccc3)c3ccccc3)cc2)CC1	5	-7	0	0.0	0	-3	-4	2	1	-6
CC1CCC/C(=N\NC(=O)COc2ccc(Cl)cc2Cl)C1 (stereo not drawn)	-6	-4	-1	-0.3	-2	-11	-2	0	1	0
COc1cc2c(cc1OC)-c1cc(Nc3ccc4c(c3)OCCO4)nc(=O)n1CC2	-6	-1	6	1.0	-9	0	-1	2	-3	-9
COCCN(C(=O)COC(=O)/C(=C/c1ccccc1)NC(C)=O)c1c(N)n(Cc2ccccc2)c(=O)[nH]c1=O	-4	0	-2	-0.9	0	1	-2	1	5	1
O=C(COc1ccc(Br)cc1CNC1CCCC1)Nc1ccccc1	-2	3	3	-0.1	-1	-1	0	-3	4	-9
CCCn1c(N)c(N(CCOC)C(=O)CSc2ccccc2)c(=O)[nH]c1=O	1	-9	1	-0.6	-3	-11	-16	-1	0	1
Cc1ncc([N+](=O)[O-])n1CCOC(=O)c1ccc(Br)cc1	9	-4	1	0.2	-1	4	0	0	0	-1
CCC(CC)C(=O)Nc1c2c(nn1-c1ccc(OC)cc1)CS(=O)C2 (stereo not drawn)	-6	-3	39*	-0.8	-6	-22	0	-1	0	-4
COc1ccc(N2CCN(c3oc(COc4ccccc4Cl)nc3C#N)CC2)cc1	11	2	0	0.0	8	3	3	-1	1	1
CCOC(=O)C1CCCN(CCC(=O)Nc2ccc(C)c(C)c2)C1 (stereo not drawn)	0	-1	0	-0.6	-2	6	-5	5	-1	3
CCOC(=O)[C@]12CCCC=C1N(Cc1ccc(OC)cc1)C(=O)[C@@H]2CC(=O)N1CCC(c2ccccc2)CC1	-5	-1	4	0.5	-5	-1	.	2	3	-2
Cc1ccc(-c2nc3c(Cl)cc(C(F)(F)F)cn3c2Cc2cccc(F)c2)cc1	-5	0	3	0.1	1	5	0	-1	2	3
C=CCOc1ccc(/C=C2\SC(=S)N(NS(=O)(=O)c3ccccc3)C2=O)cc1	5	1	-1	0.4	-12	-3	8	1	0	-2
CCCOc1ccc(C(=O)NCC(c2cccs2)N(C)C)cc1 (stereo not drawn)	-2	3	0	-0.2	4	-4	-2	0	0	-14
C=CCNc1nc2c(c(=O)[nH]c(=O)n2C)n1CCCc1ccccc1	8	-1	0	0.7	7	9	4	-2	-2	5
Cc1ccc(C(=O)Nc2onc(C)c2C#N)cc1	2	1	2	0.4	0	-5	3	1	3	3
CCC(=O)N1CC2(CC(c3cccc([N+](=O)[O-])c3)=NO2)C[C@H]1C(=O)NCC(N)=O (stereo partly drawn)	1	0	-1	-0.5	-1	9	5	1	-1	-3
Cc1ccc(C)c(OCCCC(=O)NC2CCCCC2)c1	-6	-2	3	0.5	10	-2	0	-1	4	-1
N#CCCn1cc(C(CC(=O)c2ccccc2)C(=O)O)c2ccccc21 (stereo not drawn)	0	-4	3	0.1	4	-8	7	1	-3	-4
CC(=O)N=c1sccn1CC(=O)c1ccc([N+](=O)[O-])cc1	4	1	3	0.2	-2	9	0	-2	-1	4
COc1ccc(NC(=O)CSc2nnc(Cn3c(=O)sc4ccccc43)n2C)c(OC)c1	3	-5	1	-0.3	1	8	0	-4	-1	-5
COC(=O)[C@@H](c1ccccc1)N(C)S(=O)(=O)c1cccc(S(=O)(=O)N(C)[C@@H](C(=O)OC)c2ccccc2)c1	0	3	1	0.2	-3	-1	-3	-1	-1	-2
COc1cc(C(=O)NCC(C)(C)CNC(=O)c2cc(OC)c(OC)c(OC)c2)cc(OC)c1OC	-1	1	1	-0.3	-7	-7	5	0	-1	-5
CCc1cccc(C)c1NC(=O)COn1nnc2ccc(C(F)(F)F)cc21	0	10	5	0.6	-7	10	1	7	-2	-6
Cc1cc(C)c2c(N)c(C(=O)NN3CC(=O)N(c4ccccc4F)CC3=O)sc2n1	-2	-1	-3	112*	-1	-1	-3	0	-1	-6
CN(C(=O)COc1ccc(C(C)(C)C)cc1)C1CCS(=O)(=O)C1 (stereo not drawn)	2	2	0	-0.4	-7	12	6	-1	-2	2
CSc1nc2ccc(S(=O)(=O)N3CCOCC3)cc2s1	0	0	-2	-0.1	0	9	0	1	-3	-3
CN(Cc1ccccc1)C(=O)CNC(=O)C12CC3CC(CC(C3)C1)C2	-1	6	1	-0.2	-2	-19	1	4	-10	-7
Cc1ccc(NC2CCCN(C(=O)c3cccc(-c4ncc[nH]4)c3)C2)cc1C (stereo not drawn)	-7	-5	-1	-0.4	2	9	1	-4	2	-1
O=C(O)COc1ccccc1/C=C1\C(=O)Nc2ccc(Br)cc21	0	-6	0	0.3	-4	29*	2	0	-2	-1
COc1ccc(-c2ccc(CN3C(C(C)C)C(=O)N(Cc4cn(CCC5OCCCO5)nn4)CCS3(=O)=O)cc2)cn1 (stereo not drawn)	1	5	3	-0.1	-2	2	5	3	-8	-1
COc1ccc(-c2noc(CNC(=O)Nc3ccc(F)cc3)n2)cc1	-4	4	65*	0.4	1	0	-1	3	-3	-4
Cc1ccc(NC(=O)CCC(=O)N/N=C/c2cc([N+](=O)[O-])ccc2O)cc1	-3	1	0	-0.7	1	-5	13	1	0	1
COc1cccc(C2N(c3ccccn3)C(=O)C3CCCN32)c1OC (stereo not drawn)	8	-3	1	0.1	-3	9	2	0	3	-4
Cc1nc2ncnn2c(C)c1C/C=C/c1ccccc1	3	2	2	-0.4	3	-9	0	2	-3	0
Cc1ccccc1CN1C(=O)CN(S(C)(=O)=O)CC1(C)C(=O)Nc1ccc2c(c1)OCCO2 (stereo not drawn)	-3	-2	1	-0.6	4	6	-5	3	-9	4
CCCCC(=O)Nc1ccc2c(c1)oc1ccccc12	0	3	4	-0.2	-3	-3	-2	3	-1	-3
O=C(NCc1ccccc1)C1=C[C@@H](C2CCCCC2)C[C@@H](OCc2ccc(CO)cc2)O1	-5	-5	0	-0.8	-14	6	4	1	-3	2
COC(=O)c1ccc2nc(-c3ccc(F)cc3)c(Cc3cccc(Cl)c3)n2c1	2	7	8	-2.4	-19	13	-5	4	0	-5
CC(C)(C)c1ccc(C(=O)c2c[nH]c(C(=O)NCc3ccco3)c2)cc1	3	-1	3	-0.2	-2	-13	-4	1	-2	-1
CCN1C(=O)C2(C(C#N)=C(N)Oc3n[nH]c(COC)c32)c2ccccc21 (stereo not drawn)	9	-2	-3	0.3	0	6	3	-3	0	1

Source: PubChem BioAssay
